CaV13 FRET inh: Disruptors of the CACNA1D IQ motif to Ca2+-dependent inactivation inhibitor domain association, primary screening, Förster resonance energy transfer in intact living …. inhibition, % at 12.3 µM. AID 743397. hit rate 0.098% among 340,000. HEK cells, CFP/YFP FRET ICDI-IQ, plate reader, 10 min; percent FRET-ratio fall versus neutral wells;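 active = mean replicate inhibition of at least 30% and at least 1% of replicates passing that level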;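 note: 0% = median of the neutral control wells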
HIF-2a block: HIF-2a reporter inhibitors, primary screen, luminescence, 786-0 RCC cells | hit rate 0.72% among 360,000 | AID 624352, 2012 | inhibition, % at 18.8 µM | 786-0 RCC cells HIF-2a reporter, luciferase luminescence, overnight;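 active = inhibition of the luminescence signal of 40% or more relative to plate controls, in a single-dose primary screen at 18.75 µM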
NR2E3 ag-1: inhibitors of NR2E3-RetCOR corepressor binding, primary screen, NR2E3 agonist project, biochemical, TR-FRET, GST-NR2E3, biotin-RetCOR | inhibition of corepressor binding, % at 4.78 µM | AID 2300, 2010 | 1536-well | hit rate 0.12% among 320,000;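 active = percent inhibition above the cutoff of mean plus 3 SD of all tested compounds, set per screening campaign, cut at about 20% in these data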;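 note: 0% = DMSO wells and 100% = biotin wells as full block of FRET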
Target sequence (Q9Y5X4 whole entry, looked up): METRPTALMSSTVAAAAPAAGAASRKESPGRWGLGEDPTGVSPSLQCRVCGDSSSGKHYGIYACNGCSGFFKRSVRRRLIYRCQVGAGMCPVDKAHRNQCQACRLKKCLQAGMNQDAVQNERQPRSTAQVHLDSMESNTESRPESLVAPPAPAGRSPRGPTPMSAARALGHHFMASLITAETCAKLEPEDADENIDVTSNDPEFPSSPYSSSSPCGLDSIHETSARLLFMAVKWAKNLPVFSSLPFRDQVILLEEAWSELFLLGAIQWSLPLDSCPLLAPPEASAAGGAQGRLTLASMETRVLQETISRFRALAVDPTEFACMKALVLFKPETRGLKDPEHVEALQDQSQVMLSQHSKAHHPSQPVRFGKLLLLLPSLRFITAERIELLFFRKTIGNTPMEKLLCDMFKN
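Test system – NR2E3–RetCOR corepressor complex · Quantity – NR2E3 fusion 1.35 nM · Buffer or medium – Tris pH 7.5 · Incubation – Compound–protein incubation for 5 h at 4 °C · Technique – TR-FRET, Eu(K)-anti-GST donor, streptavidin-D2 acceptor, ex 340, em 617/671 nm · Evaluation – percent inhibition of 671/617 nm emission ratio versus biotin and DMSO controls · Plate – 1536-well format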
Peg3 promoter: Peg3 promoter-driven luciferase inhibitors, primary screen, cell-based, HeLa, luciferase luminescence; inhibition, % at 20 µM; hit rate 1.7% among 360,000; HeLa PEG-Prom luciferase reporter, overnight;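 active = inhibition of at least 50% at 20 µM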
Vif inh: HIV Vif self-association inhibitors, primary screen, imaging, HEK293T, single point. hit rate 0.35% among 340,000. HEK293T cells, Vif self-association by quenched fluorescence, 24 h. inhibition, % at 7.49 µM; in the data active = inhibition above about 50%, passing the limit was not always enough; note: some results filed as inactive read as strong as hits
aDG glyco act: activators of alpha-DG glycosylation, primary screen, uHTS, Pro5-aDG cells, AlphaScreen. alpha-DG glycosylation AlphaScreen (IIH6); 0% Pro5, 100% B10-LARGE cell signal. activation, % at 10 µM. hit rate 0.22% among 360,000;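 active = activation of at least 8% versus controls, or a plate z-score of at least 8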;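 note: Pro5 are CHO cells carrying HIG-tagged alpha-DG that lacks glycosylation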
Granule exo inh: LAMP-1 surface exposure blockers, TALL-104 cells – cell-based, flow cytometry, MLPCN library, primary screen | TALL-104 LAMP-1 surface exposure; cells stimulated with thapsigargin and PMA | inhibition, % at 10 µM | hit rate 0.66% among 360,000 | AID 651702, 2012;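 active = inhibition above about 55%, limit read from the data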
PDI inh: inhibitors of human PDI, primary screen, biochemical, turbidity, single point, plate reader. Protein disulfide-isomerase (Homo sapiens), P07237. PDI insulin aggregation turbidity, A650, 90 min. inhibition, % at 10 µM. hit rate 0.052% among 350,000;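 active = mean inhibition across replicates of 30% or more, whatever share of single replicates reach that level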;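 note: absorbance from insulin aggregation driven by PDI reduction with DTT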
Target sequence (P07237 whole entry, looked up): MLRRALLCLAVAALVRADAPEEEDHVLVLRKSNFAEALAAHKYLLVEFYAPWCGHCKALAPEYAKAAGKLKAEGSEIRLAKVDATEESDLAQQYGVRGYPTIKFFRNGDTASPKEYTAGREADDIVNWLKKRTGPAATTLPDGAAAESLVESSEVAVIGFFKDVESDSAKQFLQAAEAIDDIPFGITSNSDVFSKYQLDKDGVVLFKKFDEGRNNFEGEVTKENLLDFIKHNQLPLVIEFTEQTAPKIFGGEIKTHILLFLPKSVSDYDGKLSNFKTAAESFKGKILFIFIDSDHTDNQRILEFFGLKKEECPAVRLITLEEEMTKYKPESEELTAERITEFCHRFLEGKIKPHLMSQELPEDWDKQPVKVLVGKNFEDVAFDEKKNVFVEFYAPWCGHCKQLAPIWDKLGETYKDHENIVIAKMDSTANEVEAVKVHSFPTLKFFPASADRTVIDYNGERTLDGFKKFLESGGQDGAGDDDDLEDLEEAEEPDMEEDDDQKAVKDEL
NR2E3 ag-2: NR2E3 agonists in two-hybrid cells, primary screen, cell-based, luminescence, CHO-S, Gal4-NCOR/VP16-NR2E3; Photoreceptor-specific nuclear receptor (Homo sapiens), Q9Y5X4; luciferase; inhibition of corepressor binding, % at 3.98 µM; hit rate 0.35% among 360,000; AID 602229, 2012;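 active = inhibition above the mean of all tested compounds plus 3 SD, cut at about 70% in these data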;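 note: 0% = DMSO with NR2E3 transfected cells and 100% = cells lacking NR2E3 construct; higher means lower luciferase signal from less NR2E3 corepressor binding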
TRPM1 prom inh: inhibitors of MITF-dependent TRPM1 promoter reporter, primary screen, cell-based, SK-MEL-5, single point, luciferase. SK-MEL-5 TRPM1 promoter luciferase, 24 h. inhibition, % at 12.5 µM. hit rate 0.83% among 330,000. AID 488899, 2010;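 active = mean inhibition across replicates of 60% or more, whatever share of single replicates reaches that level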; note: values of inactives mirror those of a sister screen read the other way
iPSC survival up: enhancers of single-cell hiPSC survival, primary screen, ATPlite luminescence | 100% = ROCK inhibitor wells, 0% = DMSO | survival enhancement, % at 20 µM | hit rate 0.044% among 360,000; in the data active = survival enhancement above about 18%;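 note: cells exposed to compounds for 16 hours before the ATP read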
* hit, by the source's call; x = no result given.

Every second line gives: CaV13 FRET inh | HIF-2a block | NR2E3 ag-1 | Peg3 promoter | Vif inh | aDG glyco act | Granule exo inh | PDI inh | NR2E3 ag-2 | TRPM1 prom inh | iPSC survival up
CN(C)c1ccc(C=NCCc2ccc(S(N)(=O)=O)cc2)cc1
 : -5.6 | 5.0 | -4.3 | -1.0 | 0.6 | -0.1 | 0.1 | 2.7 | -5.7 | -0.4 | -0.6
CCn1nc(C)c(/C=C/C(=O)Nc2ccc(C)cc2C)c1C
 : -4.8 | -8.0 | 1.9 | -0.1 | 15.6 | 0.1 | -1.9 | -2.0 | -2.1 | 1.7 | -0.5
Cc1cc(C(=O)Nc2c(F)cc(F)cc2Br)cs1
 : -8.3 | -10.4 | -0.4 | -13.7 | -11.3 | -0.1 | -1.7 | 5.6 | -13.7 | 11.9 | -0.5
C/C(CC(=O)NC1CCCC1)=N\NC(=O)Cc1csc(N)n1
 : -4.3 | 16.7 | 0.2 | 7.6 | 1.8 | 0.4 | -1.8 | 6.3 | -11.4 | 7.7 | 11.8
CCCCC(=O)N1CCN(c2nc3ccc(Cl)cc3s2)CC1
 : -3.4 | -251.2 | 3.2 | -329.4 | -18.4 | 0.4 | 10.8 | -8.7 | 50.0 | -52.4 | 0.2
COc1ccc(CNc2nc(-c3cccnc3)nn2C(C)=O)cc1
 : -2.7 | -7.7 | -2.9 | -5.4 | -11.1 | -0.2 | -0.2 | -5.5 | -13.4 | -4.4 | -0.5
NC(=O)c1cc([N+](=O)[O-])ccc1N1CCN(Cc2ccccc2)CC1
 : -5.8 | 19.2 | 2.3 | 18.2 | -4.4 | -0.1 | 13.8 | -4.9 | -9.6 | 10.7 | 0.0
CCN(Cc1ccccc1)C(c1ccccn1)c1nnnn1C(C)(C)CC (configuration not stated)
 : x | 18.9 | 1.0 | 22.4 | 3.4 | 0.1 | -1.8 | 6.3 | 2.9 | 9.0 | 1.2
COc1cc(-c2nc(-c3cccc(C)c3)no2)cc(OC)c1OC
 : -5.8 | -279.6 | -2.0 | -95.0 | -5.8 | 0.3 | -2.2 | -1.2 | -47.9 | -55.8 | 0.7
c1cncc(C(c2nnnn2C2CCCCC2)N2CCCCC2)c1 (configuration not stated)
 : 1.6 | 18.9 | 1.2 | 13.3 | -5.3 | 0.2 | -0.5 | 1.5 | 34.8 | -6.4 | -0.5

Later entries:
Every second line gives: CaV13 FRET inh | HIF-2a block | NR2E3 ag-1 | Peg3 promoter | Vif inh | aDG glyco act | Granule exo inh | PDI inh | NR2E3 ag-2 | TRPM1 prom inh | iPSC survival up
O=C(CN(C(=O)c1csnn1)c1ccccc1C(F)(F)F)NC1CCCCC1
 : -6.5 | 1.5 | 0.4 | -7.3 | 7.7 | 0.1 | -3.3 | 5.3 | -20.0 | 3.5 | -0.2
COc1ccc(C(CNC(=O)C2CC(=O)N(Cc3ccc(C)cc3)C2)N(C)C)cc1 (configuration not stated)
 : -4.5 | 8.3 | 0.8 | -2.2 | -8.5 | -0.3 | -0.8 | 8.5 | 2.9 | 5.2 | -0.7
CN(c1ccc(OC(=O)CC2OC(=O)c3ccccc32)cc1)S(=O)(=O)c1ccccc1 (configuration not stated)
 : -5.6 | -10.3 | 2.9 | 5.6 | 6.5 | -0.3 | 4.2 | -3.9 | 23.5 | -2.8 | 0.5
CCc1ccc(NC(=O)COc2coc(CN3CCc4ccccc4C3)cc2=O)cc1
 : -2.2 | -6.9 | 3.3 | 3.8 | -1.9 | 0.2 | -3.1 | -2.9 | 17.3 | 12.5 | 0.4
COc1ccc(CNC(=O)CCCCCNc2nc(=S)[nH]c3ccccc23)cc1
 : -4.0 | 13.2 | -2.6 | 19.7 | 4.7 | -0.3 | -0.7 | -3.3 | 20.5 | 0.4 | -0.7
Cn1cccc1C(=O)OCC(=O)NCCc1ccccc1
 : -2.0 | -140.1 | x | -60.1 | -3.0 | -0.2 | -3.0 | -14.4 | -20.5 | -39.5 | -0.5
COc1ccc2c(c1)C(=O)[C@@H](O)[C@H](c1ccc(OC)c(Br)c1)O2
 : x | -169.6 | -2.3 | -129.3 | -8.8 | 0.3 | 0.6 | -1.7 | -38.3 | -21.1 | 3.8
Cc1c(C)n2c(SCC(=O)N3CCC(C)CC3)nnc2[nH]c1=O
 : -5.8 | 6.2 | 5.3 | 9.1 | -9.7 | -0.1 | 1.4 | 8.3 | 21.3 | -6.0 | 0.0
CCOC(=O)c1cnn(-c2cc(C)c3ccccc3n2)c1N
 : -4.4 | -53.0 | -1.6 | -82.1 | -6.4 | 0.5 | -0.7 | -4.5 | -31.7 | -5.9 | -1.8
CCN(CC)S(=O)(=O)c1ccc(/C=C/C(=O)Nc2c(C)n(C)n(-c3ccccc3)c2=O)cc1
 : -6.3 | 18.3 | -0.5 | 18.6 | 2.6 | 1.0 | 2.9 | -5.8 | 31.3 | -2.0 | -1.9

An excerpt from above, reduced to TRPM1 prom inh, Peg3 promoter and Granule exo inh.
| Compound | TRPM1 prom inh | Peg3 promoter | Granule exo inh |
| --- | --- | --- | --- |
| COc1cc(-c2nc(-c3cccc(C)c3)no2)cc(OC)c1OC | -55.8 | -95.0 | -2.2 |
| CCc1ccc(NC(=O)COc2coc(CN3CCc4ccccc4C3)cc2=O)cc1 | 12.5 | 3.8 | -3.1 |
| COc1ccc(C(CNC(=O)C2CC(=O)N(Cc3ccc(C)cc3)C2)N(C)C)cc1 (configuration not stated) | 5.2 | -2.2 | -0.8 |

Carrying on.
Every second line gives: CaV13 FRET inh | HIF-2a block | NR2E3 ag-1 | Peg3 promoter | Vif inh | aDG glyco act | Granule exo inh | PDI inh | NR2E3 ag-2 | TRPM1 prom inh | iPSC survival up
c1ccn2cc(CSC3=NCCS3)nc2c1
 : x | -170.3 | 3.6 | -151.0 | -2.2 | -0.1 | 20.6 | 1.9 | -68.8 | -45.8 | -5.5
CC12CC(c3ccccc3O1)N(C(=O)c1ccco1)C(=O)N2c1ccccc1 (configuration not stated)
 : -4.0 | 9.2 | 0.1 | -2.3 | 5.9 | 0.1 | 0.2 | -4.1 | -9.1 | 13.2 | -2.7
Cc1sc2ncnc(NCC3CCCO3)c2c1C (configuration not stated)
 : -5.8 | 10.5 | -2.2 | 13.5 | 10.7 | 0.0 | -6.1 | -1.4 | 21.1 | 0.1 | 1.6
Cc1cc(N2C(=O)[C@@H]3[C@H](C2=O)[C@@H]2C[C@H]3C(Br)C2Br)no1 (some centres not stated)
 : 2.9 | 24.9 | 0.3 | -4.1 | -0.6 | 0.2 | -2.1 | -0.2 | 8.6 | 9.5 | 0.5
COc1ccccc1-n1nnnc1SCC(=O)NC(=O)Cc1ccccc1
 : -2.0 | 0.7 | 1.2 | 3.1 | 2.1 | -0.1 | 14.9 | -1.4 | -23.2 | 2.8 | -1.5
O=S(=O)(c1ccc(F)cc1)N1CCN(c2nc(-c3cccnc3)nc3ccccc23)CC1
 : -1.7 | -5.5 | 1.7 | 39.9 | 2.5 | -0.1 | -3.0 | -2.3 | 5.7 | 1.9 | -0.2
COC(=O)CCS(=O)(=O)c1nc(-c2ccccc2)cc(C(F)(F)F)n1
 : x | 87.6* | -1.4 | 107.1* | 13.2 | -0.6 | 86.9* | 1.2 | -11.5 | 94.0* | -5.4
CCC(=O)N1CCc2cc(S(=O)(=O)CCC(=O)Nc3cccc(F)c3)ccc21
 : -2.4 | 13.6 | 0.9 | 3.3 | 6.8 | 0.0 | 0.0 | -2.0 | -5.2 | 13.5 | 3.8
Cc1ccc(S(=O)(=O)CCCS(=O)(=O)c2ccc(C)cc2)cc1
 : -4.4 | 9.5 | -0.1 | 0.5 | -6.6 | 0.0 | 1.9 | -4.7 | -19.4 | -5.6 | -0.8
Cc1ccc(-n2ncc3c(=O)n(CC(=O)NCc4ccco4)cnc32)cc1
 : x | 15.7 | -0.7 | 15.4 | 5.3 | -0.2 | -0.4 | -5.3 | -5.8 | 4.9 | -1.6

(listing goes on)
Every second line gives: CaV13 FRET inh | HIF-2a block | NR2E3 ag-1 | Peg3 promoter | Vif inh | aDG glyco act | Granule exo inh | PDI inh | NR2E3 ag-2 | TRPM1 prom inh | iPSC survival up
Cn1c(C(=O)NCc2ccco2)cc2c(=O)[nH]c3ccccc3c21
 : -4.2 | -4.7 | 4.0 | 4.2 | -20.3 | -0.3 | 0.2 | -2.0 | -7.2 | 6.0 | 0.0
O=C1C=C(c2ccc3c(c2)OCO3)C[C@@H](c2ccc3c(c2)OCO3)C1
 : -11.2 | -19.5 | 1.8 | -12.0 | 0.7 | -0.3 | 5.0 | -4.8 | 2.4 | -16.5 | -1.4
CCOC(=O)c1sc(=NC(=O)c2cccc(OC)c2)n(C)c1C
 : -3.0 | -202.1 | -2.5 | -229.3 | -6.5 | 0.3 | -6.7 | 14.2 | -109.2 | -80.3 | 0.1
COc1ccc(-c2nc(NC(=O)Cn3ccc(C(F)(F)F)n3)sc2C)cc1
 : x | 16.2 | 4.2 | -1.8 | -14.7 | 1.1 | -1.4 | -3.1 | 2.4 | 1.7 | -0.1
COc1ccccc1NS(=O)(=O)c1cc(NC(C)=O)ccc1N1CCCCC1
 : -2.2 | 11.7 | 0.8 | -4.2 | -11.0 | -0.2 | 12.9 | -7.5 | 31.6 | -13.3 | 3.3
CCn1c(CSCc2c(Cl)cccc2Cl)n[nH]c1=S
 : -5.0 | 4.5 | 1.2 | 6.1 | -12.9 | 0.0 | -2.5 | -7.3 | -42.1 | -5.6 | -1.3
COC(=O)C[C@H]1C[C@H]2c3cc(NC(=O)C4CCOCC4)ccc3O[C@H]2[C@H](CO)O1
 : -3.0 | -2.4 | x | 1.3 | 1.2 | 2.0 | 0.9 | -2.6 | 0.2 | x | -0.8
CCCCn1nc(NC(=O)COC)c2cc3cc(OC)ccc3nc21
 : 8.7 | -178.7 | -0.9 | -37.0 | -8.9 | 0.5 | -8.8 | -2.0 | -79.3 | -7.9 | 0.2
Cc1cccc(C)c1NC(=O)COC(=O)CN1C(=O)C2CCCCC2C1=O (configuration not stated)
 : -1.8 | 17.1 | 0.6 | -1.4 | 17.6 | -0.1 | 2.2 | -10.6 | -27.0 | x | -0.4
COc1cccc(C(=O)Nc2cccnc2)c1
 : -2.2 | -45.2 | 0.1 | -36.5 | 3.3 | 0.3 | 5.1 | -16.8 | 7.3 | -15.4 | 0.8
OCCCc1cn(Cc2ccccc2)c2ccccc12
 : -20.0 | -15.9 | -1.1 | 16.7 | -6.5 | -0.1 | 10.9 | -13.2 | -19.6 | 11.5 | -0.1
CCCCn1c(N)c(N(CC(C)C)C(=O)C2=NN(c3cc(C)ccc3C)C(=O)CC2)c(=O)[nH]c1=O
 : -6.1 | -2.1 | 4.1 | 0.8 | -28.1 | 0.4 | 10.2 | -1.5 | -16.8 | -5.2 | 0.5

Bioassay records from PubChem.
